GPR151 ag – activates the human receptor GPR151 | activation, % at 11.2 µM | hit rate 1% among 650,000 | Q8TDV0 | PathHunter beta-arrestin GPR151 cells, luminescence; in the data active = activation above about 4.9%;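 also: 0% = median of compound wells and 100% = cells with positive control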
Target sequence (Q8TDV0 whole entry, looked up): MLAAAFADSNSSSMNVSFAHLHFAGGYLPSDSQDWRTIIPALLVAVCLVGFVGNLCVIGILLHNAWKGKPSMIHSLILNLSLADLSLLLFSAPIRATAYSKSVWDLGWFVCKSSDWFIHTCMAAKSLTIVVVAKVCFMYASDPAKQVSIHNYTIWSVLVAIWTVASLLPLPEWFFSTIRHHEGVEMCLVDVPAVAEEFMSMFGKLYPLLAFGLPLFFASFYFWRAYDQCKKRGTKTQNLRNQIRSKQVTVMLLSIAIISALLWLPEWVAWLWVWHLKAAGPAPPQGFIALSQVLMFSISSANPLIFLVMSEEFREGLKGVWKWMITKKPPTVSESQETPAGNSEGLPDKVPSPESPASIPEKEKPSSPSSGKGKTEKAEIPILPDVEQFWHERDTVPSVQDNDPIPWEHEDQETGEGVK
FBW7 activator – activators of human E3 ligase FBW7; Q969H0; AlphaScreen FBW7–phospho-cyclin E peptide binding, activator screen; normalized activity (activation), % at 26.1 µM; hit rate 0.13% among 650,000; in the data active = normalized activity above about 1.9%;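 also: purified mutant Fbw7 with reduced substrate affinity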
Target sequence (Q969H0 whole entry, looked up): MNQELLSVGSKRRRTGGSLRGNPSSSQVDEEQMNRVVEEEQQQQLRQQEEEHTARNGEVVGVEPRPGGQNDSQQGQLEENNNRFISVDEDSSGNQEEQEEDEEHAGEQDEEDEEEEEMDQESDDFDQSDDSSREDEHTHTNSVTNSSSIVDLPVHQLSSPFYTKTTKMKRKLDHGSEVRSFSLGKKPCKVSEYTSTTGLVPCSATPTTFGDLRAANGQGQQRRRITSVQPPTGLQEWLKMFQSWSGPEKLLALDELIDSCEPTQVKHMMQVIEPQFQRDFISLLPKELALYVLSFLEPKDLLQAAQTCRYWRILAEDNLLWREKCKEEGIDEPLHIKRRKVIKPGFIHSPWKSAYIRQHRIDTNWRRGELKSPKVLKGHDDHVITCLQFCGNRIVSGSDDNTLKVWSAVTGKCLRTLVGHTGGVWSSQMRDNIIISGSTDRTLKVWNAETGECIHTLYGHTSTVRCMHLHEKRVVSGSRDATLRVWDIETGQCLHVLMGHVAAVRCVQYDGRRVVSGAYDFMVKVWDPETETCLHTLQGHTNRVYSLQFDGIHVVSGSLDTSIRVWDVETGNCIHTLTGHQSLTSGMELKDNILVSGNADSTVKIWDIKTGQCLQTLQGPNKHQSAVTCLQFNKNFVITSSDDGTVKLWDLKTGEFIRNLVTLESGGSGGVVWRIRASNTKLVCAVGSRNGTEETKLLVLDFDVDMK
MITF inh – human MITF inhibition, primary screen | hit rate 0.91% among 650,000 | AlphaScreen MITF homodimerization, bead proximity signal | AID 1259374 | O75030 | inhibition, % at 2.6 µM; in the data active = inhibition above about 50%;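 also: 0% = vehicle wells with protein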
TEAD-YAP inh – TEAD-YAP interaction inhibition; hit rate 1.4% among 640,000; HEK-TIYL cells, TEAD-Gal4/YAP UAS-luciferase luminescence; inhibition, % at 9.12 µM; in the data active = inhibition above about 32%;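 also: 0% = median of test compound wells and 100% = reference inhibitor wells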
An asterisk follows results filed as active.

SMILES	GPR151 ag	FBW7 activator	MITF inh	TEAD-YAP inh
Cc1ccc(S(=O)(=O)NNc2nc(-c3ccccc3)c3cc(Br)ccc3n2)cc1	-0.9	0.0	0	-1
c1ccc(OCCNc2nc(Nc3ccncc3)nc3c2ncn3-c2ccccc2)cc1	1.5	-0.1	6	1
Cc1cc(-c2cn(S(=O)(=O)c3ccccc3)nc2N)ccc1F	0.5	-0.1	6	12
COc1cccc(-c2cc(-c3ccccc3)nc3c2c(=O)n(C)c(=O)n3C)c1OC	0.9	-0.2	-1	-5
O=C(NCCCN1CCN(c2ccccc2)CC1)c1ccccc1	3.4	0.0	6	-3
CC(=O)c1cccc(NC(=O)N2CCCC2C(=O)Nc2cccc(C)c2)c1 (stereo not drawn)	15*	-0.1	-3	-6
COc1cccc(C(=O)C2CCCN(C(=O)c3cn4cccc(C)c4n3)C2)c1 (stereo not drawn)	1.3	0.2	16	4
COc1ccc(F)c(CC2(CCC(=O)NCc3cccnc3)CCC(=O)N2)c1 (stereo not drawn)	2.0	-0.3	6	-2
O=C(Nc1ccc2c(c1)OCO2)c1cccc(N2CCC(N3CCOCC3)CC2)n1	1.1	-0.2	-4	-8
CCN1CCN(CCCCOc2ccc(C)cc2I)CC1	-1.3	0.6	53*	5
O=S(=O)(c1ccc(Cl)c(S(=O)(=O)N2CCCCCC2)c1)N1CCCCCC1	0.1	0.2	-7	4
CN1C(=O)C(=Cc2ccc(Oc3cccc(C(F)(F)F)c3)nc2)C(=O)N(C)C1=O	-2.2	-0.1	2	-7
COc1cccc(C(=O)CSc2nnnn2C2CCCC2)c1	-0.8	-0.1	17	-22
Fc1ccc(C2CC(c3ccc(Br)cc3)Nc3ncnn32)cc1 (stereo not drawn)	-1.4	0.0	-5	-2
C=CCNC(=O)NC(=O)Cn1nnc(-c2ccc(F)cc2)n1	2.6	0.1	-5	-15
Cc1noc(C)c1C(=O)N1CCCc2ccccc21	2.7	-0.1	-7	3
COc1ccccc1OCC(=O)N1CCCC(CNC(=O)c2ccc(F)cc2)C1 (stereo not drawn)	-1.9	0.1	11	-19
CC(=O)n1c2ccccc2c2c(C#N)c(N3CCCCC3)sc21	0.7	-0.1	10	-2
Cc1ccsc1C(=O)N1CCC(N2CCC(C(=O)NCC3CCCO3)CC2)CC1 (stereo not drawn)	-0.2	0.0	-10	7
COc1ccc(OC)c(NC(=O)c2cccnc2Oc2ccc(Cl)cc2)c1	-1.4	0.2	12	-6
CCOc1cc(/C=N/NC(=O)COc2ccc(C)c(C)c2)ccc1O	0.0	0.0	-5	12
Cc1oc2cc(Br)c(OCc3ccccc3)cc2c1C(=O)OC(C)C	0.6	0.0	-1	13
Cc1nn(C)cc1C(=O)N1CCC(n2nc(-c3cccs3)ccc2=O)C(C)C1 (stereo not drawn)	-0.2	-0.1	1	-10
COc1cc(C(=O)N2CCN(Cc3cccc4ccccc34)CC2)cc(OC)c1OC	-1.6	-0.4	57*	7
COc1ccc(NC(=O)c2nc(SC)ncc2Cl)cc1	3.3	0.1	15	5
(continued)
SMILES	GPR151 ag	FBW7 activator	MITF inh	TEAD-YAP inh
CCCCS(=O)C1CCCCC1OC(=O)CCN(CC)CC (stereo not drawn)	0.4	0.0	9	8
O=C(/C=C/c1cccs1)Nc1ccc(Cl)cc1	0.5	0.0	-1	-56
Cc1cc(C(=O)CSc2nncs2)c(C)n1CC1COc2ccccc2O1 (stereo not drawn)	2.0	0.0	2	0
COc1ccc(CNC(=S)NCc2nc3ccccc3[nH]2)cc1	-0.2	0.0	4	-8
Cc1c(C(=O)Nc2cccc(Cl)c2)sc2ncn(CC(=O)N3CCCCC3C)c(=O)c12 (stereo not drawn)	-0.4	-0.3	4	-1
CN(C(=S)Nc1ccc(Cl)cc1)c1c(N)n(Cc2ccccc2)c(=O)[nH]c1=O	-1.3	-0.1	-4	-1
Cc1c(NC(=O)C(C)Sc2nnc(-c3ccccc3)o2)c(=O)n(-c2ccccc2)n1C (stereo not drawn)	1.9	-0.1	-10	3
COc1ccc(NC2OC(C(O)CO)C(O)C2O)cc1 (stereo not drawn)	-0.6	-0.1	4	2
Cc1ncc(NS(=O)(=O)c2ccc(NC(=O)NC3CCCCC3)cc2)c(C)n1	-0.9	0.0	17	9
COc1ccc(NC(=O)CSc2nc(C)cc(C(F)(F)F)n2)cc1	0.5	0.0	14	5
COc1ccccc1N1CC(O)=C(c2ccccc2)C1=N	-1.1	0.1	6	-8
O=C(O)COc1ccc(NC(=O)C(c2ccccc2)c2ccccc2)cc1	4.9*	0.1	10	-10
Cc1cc(C)nc(SCC(=O)N/N=C/c2cccc(Br)c2)n1	0.6	0.4	8	2
CCOc1ccccc1/C=C(/NC(=O)c1ccccc1)C(N)=O	-0.7	-0.2	1	-10
O=C(CCc1nnc(CCc2ccccc2)o1)NC(C1CC1)C1CC1	-1.2	0.1	15	-69
O=C(c1ccc(F)cc1)C1CCN(C(=O)c2ccc(F)cc2F)CC1	0.5	0.2	7	-4
CS(=O)(=O)N1CCC(C(=O)NCC2(CO)CC2)CC1	0.0	-0.2	5	-3
CC(C)(C)c1nn2cnnc2n(/N=C/c2cc(Br)ccc2O)c1=O	2.2	-0.1	6	-6
Cc1ccc(/C=C(\C#N)C(=O)N2CCc3ccccc3C2)o1	0.8	-0.3	-18	-26
Cc1cccc(C=Nc2ccc(C(N)=O)cc2)c1	-0.4	-0.2	-20	4
Cc1cc(NC(=O)Cn2ncc3cccn3c2=O)no1	-0.8	0.6	10	1
COC(=O)C1=C(C)Nc2nnnn2C1c1ccc(OCc2ccccc2)cc1 (stereo not drawn)	0.7	-0.1	-8	-7
Cc1ccc(OCCCCN2CCNCC2)c(I)c1	1.0	-0.2	45	-5
O=C(NC1CC1)c1cccc(Nc2cccnc2)n1	-0.4	0.0	5	-5
C=C(C)CN1C(=O)NC(CC)(C2CCN(Cc3ccc(C)cc3)CC2)C1=O (stereo not drawn)	2.0	0.1	9	3

Record cards (already shown). Values in the order: GPR151 ag | FBW7 activator | MITF inh | TEAD-YAP inh
Shown for O=S(=O)(c1ccc(Cl)c(S(=O)(=O)N2CCCCCC2)c1)N1CCCCCC1 → 0.1 | 0.2 | -7 | 4
Shown for O=C(Nc1ccc2c(c1)OCO2)c1cccc(N2CCC(N3CCOCC3)CC2)n1 → 1.1 | -0.2 | -4 | -8
Shown for Cc1noc(C)c1C(=O)N1CCCc2ccccc21 → 2.7 | -0.1 | -7 | 3

More entries:
SMILES	GPR151 ag	FBW7 activator	MITF inh	TEAD-YAP inh
CC1=C(C(=O)OC(C)C)C(c2ccccc2OC(C)C)C2=C(CCCC2=O)N1 (stereo not drawn)	-2.8	0.7	2	0
CN(C)c1ccc(/C=C/C(=O)c2c(O)c3ccccc3oc2=O)cc1	0.2	-0.1	5	-2
Cc1nn(CC(=O)Nc2sc3c(c2C#N)CCCC3)c(C)c1[N+](=O)[O-]	0.2	-0.1	-5	4
COc1cc(C=O)ccc1OCC(=O)c1ccc(C)c(C)c1	-10	0.0	11	22
CCOC(=O)C1=C(c2ccccc2)NC(=O)NC1c1ccsc1 (stereo not drawn)	1.2	0.2	-16	12
CCCNC(=O)Cn1cnc2sc(C(=O)Nc3ccc(OC)cc3OC)c(C)c2c1=O	0.8	-0.2	-5	-1
CC(C)CC(NC(=O)c1ccccc1Cl)C(=O)O (stereo not drawn)	0.0	0.3	9	8
COCCN1C(=O)C(C)Sc2ccc(-c3cccc(OC)c3)cc21 (stereo not drawn)	1.6	0.1	5	1
Cc1nc(SCC(=O)c2ccc3c(c2)OCCO3)c2c3c(sc2n1)CCC3	-0.8	-0.2	6	0
CC(=O)c1ccc(NC(=O)NCc2ccc(F)cc2)cc1	2.7	0.1	12	-2
CC(C)(C)C(=O)N1CCC(C2(Cc3ccccc3Cl)NC(=O)NC2=O)CC1 (stereo not drawn)	-1.0	-0.1	-5	2
COc1cccc(CNC(=O)CC2C(=O)NCCN2Cc2ccc(F)cc2Cl)c1OC (stereo not drawn)	-0.1	0.1	2	-4
O=S(=O)(c1ccc(Cl)cc1)N1CCN(Cc2c(F)cccc2F)CC1	0.6	0.0	-10	-3
O=C(O)c1nnn(Cc2cccc(Cl)c2)c1C(=O)O	-0.6	-0.1	-5	5
Cc1cc(Nc2cccc(N(C)C)c2)n2c(nc3ccccc32)c1C#N	0.2	-0.1	12	2
O=C1c2sc3nnc(-c4ccccc4)c(=O)n3c2C(=O)N1c1cccc(Cl)c1Cl	0.2	0.2	3	6
CCC(C)NC(=O)CSc1cc(C)nc2c(-c3ccccc3OC)c(C)nn12 (stereo not drawn)	0.9	0.1	2	3
COc1cc(C2c3c(oc4ccc(F)cc4c3=O)C(=O)N2CC2CCCO2)ccc1O (stereo not drawn)	0.1	-0.1	3	-9
C/C(=C1/C(=O)N(c2nc3ccccc3s2)N=C1C(F)(F)F)N1CCCC1	-9.0	-0.1	4	-4
CCCN(Cc1cccs1)C(=O)Nc1ccc(F)cc1	-4.0	-0.1	-1	-26
O=C(CN1CC(=O)Nc2ccccc21)Nc1ccc(N2CCCCC2)cc1	3.0	0.0	7	13
CCCOc1ccc(-c2nn(-c3ccccc3)cc2/C=c2\sc3nc(-c4ccccc4OC(C)=O)nn3c2=O)cc1C	0.1	0.1	13	8
NS(=O)(=O)c1ccc(NC(=O)c2cc(-c3ccc4c(c3)OCO4)nc3ccccc23)cc1	0.6	0.1	-2	-1
COc1cccc(OCc2nc(-c3ccccn3)no2)c1	-3.5	0.1	-12	-44
CNC(=O)c1ccc(-c2cc(C(F)(F)F)cc(C(F)(F)F)c2)nc1NCCOC	-0.7	-0.1	5	14

Among those listed so far, 4 have a cyano group:
SMILES	GPR151 ag	FBW7 activator	MITF inh	TEAD-YAP inh
CC(=O)n1c2ccccc2c2c(C#N)c(N3CCCCC3)sc21	0.7	-0.1	10	-2
Cc1ccc(/C=C(\C#N)C(=O)N2CCc3ccccc3C2)o1	0.8	-0.3	-18	-26
Cc1nn(CC(=O)Nc2sc3c(c2C#N)CCCC3)c(C)c1[N+](=O)[O-]	0.2	-0.1	-5	4
Cc1cc(Nc2cccc(N(C)C)c2)n2c(nc3ccccc32)c1C#N	0.2	-0.1	12	2

Next part
SMILES	GPR151 ag	FBW7 activator	MITF inh	TEAD-YAP inh
O=C(O)CCCNC(=O)/C(=C/c1ccc(Br)cc1)NC(=O)c1ccco1	0.2	0.2	-29	0
Cc1nc(SCC(=O)c2cc(C)n(-c3cccc(C(F)(F)F)c3)c2C)c2c3c(sc2n1)CCC3	-0.5	-0.1	-10	-5
O=C(CNC(=O)c1ccco1)OCc1c(F)cccc1Cl	-0.8	0.1	7	3
CCC(OC(=O)CNS(=O)(=O)c1ccc(C)cc1)C(=O)c1ccccc1 (stereo not drawn)	0.0	0.1	3	5
Cc1ccc(C)c(Cc2c(C)nc3c(C(=O)NCc4ccc(F)cc4)cnn3c2C)c1	2.3	0.0	-4	2
CCC1C(=O)C(C)(C)C(=O)OC1c1ccccc1F (stereo not drawn)	2.2	0.6	8	9
CS(=O)(=O)C1=C(O)C(=O)N(c2ccccc2)C1c1ccc(Cl)cc1 (stereo not drawn)	-1.7	0.1	6	-10
CCOC(=O)c1cc2cc(-c3c(C(=O)OCC)oc4cc(O)cc(O)c4c3=O)ccc2o1	0.3	-0.1	-1	4
Nc1cc(-c2ccccc2)nc2ccccc12	-0.8	-0.1	3	13
COc1ccc(Cn2c(=S)[nH]c3cc(C(=O)N4CCc5ccccc5C4)ccc3c2=O)cc1	-2.4	0.4	8	10
CCOC(=O)C1=CN(Cc2ccc(Cl)cc2)C=C(C(=O)OCC)C1c1cccs1	-0.1	0.5	-30	-11
CC(C)N(C(=O)CSc1nnc2sc3ccccc3n12)C(C)C	0.6	-0.1	-2	-10
O=C(Cc1ccc(N2CCC(NCC3CCOCC3)CC2)cc1)N1CCC(O)CC1	-1.1	0.4	9	-4
Cc1cc(NS(=O)(=O)c2ccc(NC(=O)COc3ccc(C)c(C)c3)cc2)nc(C)n1	1.2	0.0	-3	3
O=S(=O)(NCn1nnc2ccccc21)c1ccccc1	0.2	0.0	19	10
COc1ccc(C(O)c2nccn2C)cc1 (stereo not drawn)	-1.0	0.1	-3	-12
CCOC(=O)C1=C(c2ccccc2)N=c2s/c(=C/c3cc([N+](=O)[O-])ccc3N3CCN(C)CC3)c(=O)n2C1c1ccccc1 (stereo not drawn)	0.3	0.1	0	-11
N#Cc1cccc2cccc(S(=O)(=O)N3CCOCC3)c12	-0.3	-0.1	3	-4
C=CCN1CCN(c2nc3c(c(=O)[nH]c(=O)n3C)n2Cc2ccccc2Cl)CC1	-1.1	0.0	11	-2
CC(=O)c1cccc(NC(=O)c2nn3c(C(F)(F)F)cc(-c4ccc(Br)o4)nc3c2Br)c1	0.7	0.2	-4	-7
COC(C(=O)NCCc1ccc(Cl)cc1)c1ccccc1 (stereo not drawn)	0.7	-0.2	-8	11
CSc1ccc(NC(=O)c2sc3nc4c(cc3c2N)CCC4)cc1	0.9	0.0	11	-78
COc1c(Cl)cc(C(=O)NN)cc1Cl	-0.7	-0.1	6	56*
Cc1c(Cl)c(O)[nH]c(=O)c1C#N	2.7	-0.2	0	-2

Results in FBW7 activator, GPR151 ag and TEAD-YAP inh, for some of the entries so far:
compound	FBW7 activator	GPR151 ag	TEAD-YAP inh
Cc1cc(NS(=O)(=O)c2ccc(NC(=O)COc3ccc(C)c(C)c3)cc2)nc(C)n1	0.0	1.2	3
O=S(=O)(NCn1nnc2ccccc21)c1ccccc1	0.0	0.2	10
COc1ccc(C(O)c2nccn2C)cc1 (stereo not drawn)	0.1	-1.0	-12
CCOC(=O)C1=C(c2ccccc2)N=c2s/c(=C/c3cc([N+](=O)[O-])ccc3N3CCN(C)CC3)c(=O)n2C1c1ccccc1 (stereo not drawn)	0.1	0.3	-11
N#Cc1cccc2cccc(S(=O)(=O)N3CCOCC3)c12	-0.1	-0.3	-4
C=CCN1CCN(c2nc3c(c(=O)[nH]c(=O)n3C)n2Cc2ccccc2Cl)CC1	0.0	-1.1	-2

Assay outcomes (PubChem BioAssay)

Rows were taken by chance. About 3.4% of those tested had a hit in this group.
